D2 antag = antagonizes the human D2 dopamine receptor; HEK293 TREx D2 cells, calcium flux, dopamine EC80; inhibition, % at 10 µM; 340,000 compounds, 2% hits; AID 485344; in the data active = inhibition above about 30%; also: 0% is about no effect
Target sequence (P14416 whole entry, looked up): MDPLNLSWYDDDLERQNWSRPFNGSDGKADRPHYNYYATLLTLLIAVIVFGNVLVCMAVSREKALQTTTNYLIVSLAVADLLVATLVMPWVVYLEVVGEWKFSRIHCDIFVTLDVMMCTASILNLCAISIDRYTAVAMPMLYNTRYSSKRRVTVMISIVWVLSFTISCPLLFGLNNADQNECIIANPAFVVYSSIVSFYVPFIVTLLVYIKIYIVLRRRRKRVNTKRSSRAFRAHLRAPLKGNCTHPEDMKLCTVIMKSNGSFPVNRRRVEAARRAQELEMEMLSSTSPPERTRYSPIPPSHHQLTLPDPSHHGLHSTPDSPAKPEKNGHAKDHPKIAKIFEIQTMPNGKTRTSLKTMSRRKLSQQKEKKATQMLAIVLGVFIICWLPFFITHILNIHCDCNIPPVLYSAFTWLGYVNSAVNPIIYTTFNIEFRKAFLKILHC
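Calcium mobilization kinetics were recorded at 1 s intervals in tetracycline-induced HEK293 T-REx D2 cells, first for 180 s after compound addition and then 180 s after EC80 dopamine.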
PI4K2A inh = inhibitors of human PI4K2A | purified PI4K2A, ADP-Glo luminescence, 1 h; hits give low values | activity change, negative = inhibition, % at 76.9 µM | 420,000 compounds, 0.13% hits | AID 1346378; in the data active = activity change below about -50%; inconclusive = mostly about -30% to -49%;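 also: -100% = wells without enzyme as full effect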
Target sequence (Q9BTU6 whole entry, looked up): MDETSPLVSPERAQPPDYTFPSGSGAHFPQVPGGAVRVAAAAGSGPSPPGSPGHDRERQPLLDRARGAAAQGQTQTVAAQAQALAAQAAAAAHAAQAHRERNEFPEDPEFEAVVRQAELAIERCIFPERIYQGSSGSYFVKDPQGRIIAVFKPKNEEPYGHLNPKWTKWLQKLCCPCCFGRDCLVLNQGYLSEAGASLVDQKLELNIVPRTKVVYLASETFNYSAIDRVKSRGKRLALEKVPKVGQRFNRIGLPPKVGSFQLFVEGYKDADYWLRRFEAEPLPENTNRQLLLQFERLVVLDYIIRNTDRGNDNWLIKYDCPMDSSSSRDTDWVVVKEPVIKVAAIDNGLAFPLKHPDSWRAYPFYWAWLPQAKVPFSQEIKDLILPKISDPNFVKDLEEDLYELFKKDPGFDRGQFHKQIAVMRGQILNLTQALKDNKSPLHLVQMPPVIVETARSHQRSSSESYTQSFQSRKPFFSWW
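PI4K2A activity was measured by ADP-Glo luminescence: enzyme (4 ug/mL stock) and phosphatidylinositol (1.2 mM stock) in Tris pH 7.5/MgCl2/EGTA/Triton X-100 buffer were reacted with ATP (300 microM stock) for one hour at ambient temperature.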
TRHR enhancer = allosterically enhances the human TRH receptor | P34981 | TRHR cells, fluo-8 calcium fluorescence, EC20 TRH enhancement | enhancement, % at 2 µM | 360,000 compounds, 0.66% hits; in the data active = enhancement above about 30%; also: 0% is about no effect
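Enhancer read-out: after compound pinning and an initial kinetic agonist-mode read, an EC20 of TRH (10 nM final) was injected and fluo-8 calcium signal (Ex 480/Em 530) followed at 1 s/cycle for 100 cycles in TRHR-expressing cells.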
USP1-UAF1 inh = USP1/UAF1 (human) deubiquitinase inhibition; O94782; recombinant USP1/UAF1, Ub-Rhodamine cleavage fluorescence; Potency, µM (highest dose often 57.1 µM), inactives show top-dose activity change, negative = inhibition, actives largely listed as inhibitors; 390,000 compounds, 0.23% hits; also: potency is read from the fitted curve at half-maximal effect; % is scaled to controls: 0 for no effect and ±100 for the full control effect; nearly all actives have a fitted effect of over 60% in size; inactives centre near -12
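Step one: compound is pinned into 1nM USP1/UAF1 in HEPES pH 7.8 buffer with TCEP. Step two: 15 min room-temperature incubation. Step three: Ub-Rho (150nM final) starts cleavage, tracked by fluorescence over six one-minute reads.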
D2 agonist = activates the human D2 dopamine receptor. P14416. 340,000 compounds, 0.53% hits. activation, % at 2 µM. HEK293 T-REx D2 cells, calcium flux agonist mode;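 active = activation over 3 SD above normal in the single-dose calcium agonist read, cut at about 30% in these data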; also: 0% is about no effect
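Agonism scored from kinetic calcium signal (1 read/sec, 180 s) following compound pin transfer, after a 10 s baseline. Cells: HEK293 Trex line expressing inducible D2 receptor coupled to calcium, dye-loaded after overnight culture at 30 C.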
TrxR1 inh = inhibitors of rat thioredoxin reductase 1 | recombinant rTrxR1, NADPH fluorescence consumption, selenite substrate | Potency, µM (doses to about 114 µM), without a hit: at the top dose activity change, negative = inhibition, actives largely listed as inhibitors | 390,000 compounds, 1% hits; also: potency is read from the fitted curve at half-maximal effect; % is scaled to controls: 0 for no effect and ±100 for the full control effect; nearly all actives have a fitted effect of over 65% in size
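Rat TrxR1 (90 nM in the dispensed reagent) was pre-reduced with 400 uM NADPH for 5 min at room temperature, then incubated with compound for 15 min. After 400 uM selenite was added, NADPH fluorescence (Ex 340/Em 450 nm) was followed for 8 min.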
TrxR1 substrate = is turned over as a substrate by rat TrxR1 | O89049 | purified TrxR1 substrate turnover, NADPH consumption readout | Potency, µM (doses to about 114 µM), for inactives: at the top dose activity change, negative = substrate turnover | 390,000 compounds, 0.01% hits; also: potency is read from the fitted curve at half-maximal effect; % is scaled to controls: 0 for no effect and ±100 for the full control effect; nearly all actives have a fitted effect of over 50% in size
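Rat TrxR1, dispensed at 90 nM, was prereduced with 400 uM NADPH (final) for 5 min at ~22 deg C, then incubated with compound 15 min before 400 uM selenite. A first-read NADPH fluorescence drop versus no-compound background flagged substrates.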
TRHR agonist = agonists of human TRH receptor; TRHR cells, calcium flux fluo-8, FDSS agonist mode; P34981; activation, % at 2 µM; 360,000 compounds, 0.18% hits; in the data active = activation above about 30%; also: 0% is about no effect
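Agonist-mode FDSS calcium read (Ex 480/Em 530, 1 s cycles) in 1536-well TRHR cells with fluo-8 dye, after 10-cycle baseline and 23 nL compound addition; TRH at EC20 (10 nM final) added afterwards for the enhancer phase.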
IDH1 R132H inh = blocks human mutant IDH1 R132H enzyme; 390,000 compounds, 0.093% hits; IDH1-R132H enzyme, NADPH consumption, diaphorase/resazurin fluorescence; Potency, µM (top dose mostly 76.6 µM), without a hit: top-dose activity change, negative = inhibition, usual class: inhibitors; also: potency is read from the fitted curve at half-maximal effect; % is scaled to controls: 0 for no effect and ±100 for the full control effect; nearly all actives have a fitted effect of over 65% in size
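IDH1-R132H (0.5 ug/mL) preincubated 30 min with compound, then NADPH (0.016 mM) and alpha-KG (2 mM) added; 80 min at RT, pH 7.5. Remaining NADPH coupled via diaphorase/resazurin to fluorescence (540/590 nm); concentration-response curves normalized to no-enzyme control.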
The depositor's hits bear a star; u = inconclusive; x = no result given; [ ] = remark or other dose. Unless noted, calls follow the shape of the dose curve; as a rule, active = well fitted inhibition curve with a large enough effect; inconclusive = small, poorly fitted or top-dose-only effect; inactive = no such curve, though single readings can be large or run the other way.

SMILES	D2 antag	PI4K2A inh	TRHR enhancer	USP1-UAF1 inh	D2 agonist	TrxR1 inh	TrxR1 substrate	TRHR agonist	IDH1 R132H inh
Cc1cc(C(=O)CCl)c(C)n1-c1c(C)n(C)n(-c2ccccc2)c1=O	2	1	20	-15%	-2.6	8.9µM*	-1%[57.1 µM]	0.4	-20%
Cc1ccc(/C=C/c2onc(C)c2S(=O)(=O)N2CCC(C(=O)Nc3cc(F)ccc3F)CC2)cc1	x	3	6	-10%	-0.6	7%[57.1 µM]	-11%[57.1 µM]	1.0	-11%
O=C(CC1N=C2c3ccccc3N=C(SCc3ccccc3F)N2C1=O)NCc1ccc2c(c1)OCO2 (stereo not given)	x	4	5	u	0.4	12%[57.1 µM]	5%[57.1 µM]	-0.3	13%
COCCNC(=O)c1cccc2c1C(=O)c1ccc(N3CCOCC3)cc1S2(=O)=O	x	-2	x	6%	x	15%[57.1 µM]	3%[57.1 µM]	x	-7%
Cc1ccc(S(=O)(=O)Cc2ccc(C(=O)O)o2)cc1	0	-4	4	-3%	1.0	25µM*	0%	1.0	7%
CCCCC(CC)Cn1c(Oc2ccccc2)nc2c1c(=O)n(C)c(=O)n2C (stereo not given)	x	-2	0	-15%	-0.3	-1%	-8%	1.1	-6%
COC(=O)c1scc(C#N)c1N/N=C(\C#N)S(=O)(=O)c1ccc(Cl)cc1	7	2	-25	-14%	2.2	u	-16%	0.0	2%
CNC(=O)c1cc2c(ccc3ccccc32)o1	0	-7	5	-18%	0.3	19%	77%[activator]	0.0	1%
O=C(Nc1cccc(-c2cccc(Cl)c2)c1)C1CCN(Cc2ccon2)CC1	-9	-1	4	-17%	-1.0	5%	-2%	-0.7	-2%
COc1ccccc1NS(=O)(=O)c1ccc(OC)c([N+](=O)[O-])c1	16	1	-1	-1%	0.9	21%[57.1 µM]	5%[57.1 µM]	0.2	5%
O=c1[nH]c(-c2ccccc2)ncc1OCc1ccccc1	x	2	x	-17%	x	-2%	-3%	x	6%
CN(NS(=O)(=O)c1ccc(Br)cc1)c1nc(C(F)(F)F)nc2ccccc12	5	-3	-8	-14%	2.2	11%	-2%	2.0	8%
CC1(C)CC2(CCCN(C(=S)Nc3ccccc3)C2)CCO1 (stereo not given)	12	-1	-7	3%	0.3	8%[57.1 µM]	2%[57.1 µM]	0.4	8%
CC(C)CC1NC(=O)N(CC(=O)Nc2ccc3c(c2)CCC3)C1=O (stereo not given)	-22	5	6	-11%	1.2	14%	-2%	0.5	-13%
CC(C)CCSc1nnc2n(-c3ccccc3)c(=O)c3c4c(sc3n12)CC(C)CC4 (stereo not given)	x	-3	8	-15%	x	12%	-4%	0.2	-11%
CSCCC(NS(=O)(=O)/C=C/c1ccccc1)C(=O)O (stereo not given)	-3	-4	-3	-22%	0.1	22%	8%	-0.2	8%
CCOc1ccccc1N1CCN(C(=O)c2ccc(-c3ccc(OC(C)=O)cc3)cc2)CC1	31*	2	-7	-15%	-2.3	21%	0%	0.6	-1%
O=C(OCC(=O)c1cccc2ccccc12)c1ccc(CO)cc1	-6	-3	-7	-17%	0.6	1%	-8%	0.2	6%
COC(=O)NNC(=S)Nc1cc(OC)ccc1OC	-20	0	30	-13%	1.3	-18%	-4%	-0.4	8%
O=C1c2ccccc2C(=O)N1CCC1=CCCCC1	-7	-4	7	-19%	-0.4	0%	-1%	-0.2	5%
O=C(CN1CCOCC1)NCC12CC3CC(CC(C3)C1)C2	-14	11	-2	3%	0.8	6%[57.1 µM]	-8%	0.3	-2%
Cc1ccc(NC(=O)C2(c3cccs3)CCOCC2)cc1Cl	x	5	4	-27%	-1.3	15%[57.1 µM]	0%[57.1 µM]	0.2	5%
O=C(O)CSc1nnc(Cn2c(=O)sc3ccccc32)n1-c1cccc(Cl)c1	-14	-2	4	-15%	1.0	16%	4%	0.4	-8%
C=CCN=C1S/C(=C\c2ccc(Cl)cc2)C(=O)N1CC=C	80*	2	2	-25%	1.2	u	-11%	0.4	9%
COC(=O)c1cc(NC(=O)Cc2ccc(OC)c(OC)c2)cc(C(=O)OC)c1	7	15	-6	-5%	-1.4	5%	1%	-0.1	-2%
O=C(Nc1c(Cl)ccc2nsnc12)c1ccc([N+](=O)[O-])o1	3	-8	-5	u	-0.8	u	-7%	-0.5	2%
C=CCOc1ccc(/C=C2\SC(=S)N(CCC(=O)O)C2=O)cc1	18	0	3	u	0.7	14%	-6%	0.6	0%
O=C(O)C1CC=CCC1C(=O)c1ccccc1 (stereo not given)	0	-2	-4	-22%	-1.1	9%	6%	-0.4	7%
O=C(Nc1ccc2nc3n(c(=O)c2c1)CCCC3)c1cncc(Br)c1	x	-3	x	-7%	x	2%	-2%	x	-9%
Cc1onc(-c2ccccc2)c1C(=O)Nc1ccc(Br)cc1Cl	-9	1	1	0%	-4.7	-13%	-11%	-1.2	13%
COc1ccccc1NC(=O)CSc1nnc(-c2ccc(C)cc2)o1	27	4	-5	-9%	1.1	2%	-3%	0.0	1%
COc1ccccc1N(CC(=O)NCc1ccco1)C(=O)CCC(=O)Nc1ccccn1	-7	2	3	-14%	-1.0	24%[57.1 µM]	1%[57.1 µM]	-0.1	5%
O=C(NCCc1csc(-c2cccc(F)c2)n1)c1ccc(Br)o1	x	4	-1	-17%	-0.4	16%[57.1 µM]	-4%[57.1 µM]	-0.5	18%
CN(c1ccc(OCc2nnc(-c3ccccc3)o2)cc1)S(=O)(=O)c1ccccc1	12	0	1	-8%	0.7	-5%[57.1 µM]	2%[57.1 µM]	1.4	1%
CCN(CCNc1ccc(Cl)cc1[N+](=O)[O-])C(=O)c1cc([N+](=O)[O-])c(N(C)C)cc1OC	34*	-1	-9	-18%	0.3	8%	-4%	-1.0	19%
COc1ccc(OCc2cn3c(C)cc(C)nc3n2)cc1	-2	-6	-1	-15%	1.4	-6%	-6%	-0.2	4%
CCOc1ccc(/C=C2\SC(=S)N(N3C(=O)C4CC4C3=O)C2=O)cc1 (stereo not given)	10	5	5	-17%	0.0	-18%[57.1 µM]	4%[57.1 µM]	1.3	6%
Cn1c(=O)c2cc(C(=O)NCCCN3CCN(c4cccc(Cl)c4)CC3)sc2c2ccccc21	x	-2	2	-10%	x	13%	7%	0.3	-5%
CC(C)C(=O)Nc1ccc(C(=O)N2CCCCCC2)cc1	-6	-3	-8	-24%	-1.2	9%	6%	0.5	6%
CCOC(=O)c1c(S(=O)(=O)NCC(=O)Nc2ccc(C)cc2)c(C)n(C)c1C	-32	-8	0	-11%	-0.7	-1%	-7%	0.5	-2%
CCCSc1nc2sc3c(c2c(=O)[nH]1)CC(C)(CC)OC3 (stereo not given)	-16	7	-1	-19%	-0.1	-7%	-8%	0.2	3%
CC1CN(Cc2ccccc2)C(=O)NC1=O (stereo not given)	x	-9	x	-6%	x	13%	2%	x	-5%
COc1ccc(CC(=O)N2CCN=C2SC)cc1	-9	3	1	u	0.4	17%	7%	0.5	-1%
O=C(CCCOc1ccc(Cl)cc1Cl)Nc1cccnc1	x	-10	8	-12%	x	-7%	-1%	-1.2	3%
O=C(C1=C[C@@H](c2coc3ccccc3c2=O)C[C@@H](OCc2ccc(CO)cc2)O1)N1CCN(Cc2ccccc2)CC1	5	-3	4	-9%	0.4	3%	0%	-0.2	-6%
CC1(/[N+]([O-])=C\c2ccccc2F)CCCCC1=O (stereo not given)	-10	2	-6	0%	0.1	15%	10%[57.1 µM]	0.2	7%
CC(Sc1nnc(C2CC2)n1C)C(=O)Nc1ccc(N2CCOCC2)cc1 (stereo not given)	-3	0	-1	0%	1.2	-1%	-10%	1.9	3%
C#CCOCCOCCOCCNc1nc(N2CCN(C(=O)CCCCCCCCCCNC(=O)Cn3cc(C[C@@H](C)O)nn3)CC2)nc(N2CCN(C(=O)CCCCCCCCCCNC(=O)[C@H](CCCCN)n3cc(C[C@@H](C)CC)nn3)CC2)n1	x	-5	2	-28%	x	-6%[57.1 µM]	6%	-0.7	4%
CCCS(=O)(=O)N1CCC(C(=O)NC2CCCC(C)C2C)CC1 (stereo not given)	15	0	-1	11%	-0.9	5%	-5%[11.4 µM]	-1.0	-4%
Cc1ccc(-c2nnn3c2nc(N2CCC(C)CC2)c2ccccc23)cc1	x	0	1	-21%	0.9	16%	5%	0.9	27%
Cc1ccc(S(=O)(=O)N2CCN(S(=O)(=O)N3CCCCC3)CC2)cc1	4	0	-8	-4%	0.9	19%[57.1 µM]	13%[57.1 µM]	0.0	0%
Cc1c(C(=O)O)c(=O)n(-c2ccccc2)n1-c1ccccc1	-14	-5	2	4%	2.7	8%	0%	0.6	3%
CCCCNC(=O)C(C)N(CCN(C)C)C(=O)CCCCCN1C(=O)NC(c2ccc(Cl)cc2)C(C(=O)OCc2ccccc2)=C1C (stereo not given)	x	2	x	-13%	x	-3%	-9%	x	0%
Cc1ccc(/C=C2\SC(N3CCCC3)=NC2=O)cc1	5	x	18	x	-0.8	x	x	-1.0	x

Compound profiles, from the list above.
Record of Cc1ccc(-c2nnn3c2nc(N2CCC(C)CC2)c2ccccc23)cc1 → D2 antag = x; PI4K2A inh = 0; TRHR enhancer = 1; USP1-UAF1 inh = -21%; D2 agonist = 0.9; TrxR1 inh = 16%; TrxR1 substrate = 5%; TRHR agonist = 0.9; IDH1 R132H inh = 27%
Record of CCCS(=O)(=O)N1CCC(C(=O)NC2CCCC(C)C2C)CC1 (stereo not given) → D2 antag = 15; PI4K2A inh = 0; TRHR enhancer = -1; USP1-UAF1 inh = 11%; D2 agonist = -0.9; TrxR1 inh = 5%; TrxR1 substrate = -5%[11.4 µM]; TRHR agonist = -1.0; IDH1 R132H inh = -4%

High-throughput results deposited in PubChem by National Center for Advancing Translational Sciences (NCATS).

Compounds as they come. Share with any hit: about 3.9%.
